Screening data as filed in PubChem.
M4 PAM: positive allosteric modulators of human muscarinic M4 receptor; 0.4% of 360,000 active; P08173; CHO-K1 hM4/Gqi5, Fluo-8 calcium fluorescence, ACh EC20; 0% = ACh EC20, 100% = maximal ACh; activation, % at 3 µM;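 active means activation above its plate's cutoff, the mean activation of sample wells plus 3 SD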; further: some results filed as inactive read as strong as hits
CHRM5 agonist: agonists of human muscarinic M5 receptor (CHRM5); 0.19% of 360,000 active; activation, % at 3 µM; AID 624037; CHO-K1 hM5 cells, Fluo-8 calcium fluorescence; 0% DMSO wells, 100% maximal acetylcholine response; P08912;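 active means activation above the run's mean over test compounds plus 3 SD, cut at about 23% in these data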;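 further: signal is peak over basal fluorescence ratio across the kinetic read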
Target sequence (P08912 whole entry, looked up): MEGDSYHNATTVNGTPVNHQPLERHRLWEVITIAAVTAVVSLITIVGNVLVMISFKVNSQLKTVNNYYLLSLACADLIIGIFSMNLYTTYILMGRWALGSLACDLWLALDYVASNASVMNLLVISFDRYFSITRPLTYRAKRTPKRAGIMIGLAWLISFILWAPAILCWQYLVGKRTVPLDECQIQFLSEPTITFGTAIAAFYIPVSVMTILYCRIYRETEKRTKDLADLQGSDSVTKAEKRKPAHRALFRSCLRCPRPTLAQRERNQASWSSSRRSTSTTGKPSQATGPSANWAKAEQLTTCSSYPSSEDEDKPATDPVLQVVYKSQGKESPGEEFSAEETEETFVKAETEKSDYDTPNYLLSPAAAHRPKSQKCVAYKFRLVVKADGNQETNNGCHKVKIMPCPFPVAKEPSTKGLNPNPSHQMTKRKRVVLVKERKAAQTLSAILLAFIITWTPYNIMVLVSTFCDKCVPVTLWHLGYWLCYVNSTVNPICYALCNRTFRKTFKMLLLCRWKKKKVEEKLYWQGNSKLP
CHRM1 PAM: positive allosteric modulators of human M1 muscarinic receptor | AID 588819 | CHO-K1 hM1, Fluo-8 calcium fluorescence, ACh EC20; 0% = ACh EC20, 100% = maximal ACh | activation, % at 3 µM | 0.088% of 360,000 active | P11229; in the data active means activation above about 19%, passing the limit was not always enough
Target sequence (P11229 whole entry, looked up): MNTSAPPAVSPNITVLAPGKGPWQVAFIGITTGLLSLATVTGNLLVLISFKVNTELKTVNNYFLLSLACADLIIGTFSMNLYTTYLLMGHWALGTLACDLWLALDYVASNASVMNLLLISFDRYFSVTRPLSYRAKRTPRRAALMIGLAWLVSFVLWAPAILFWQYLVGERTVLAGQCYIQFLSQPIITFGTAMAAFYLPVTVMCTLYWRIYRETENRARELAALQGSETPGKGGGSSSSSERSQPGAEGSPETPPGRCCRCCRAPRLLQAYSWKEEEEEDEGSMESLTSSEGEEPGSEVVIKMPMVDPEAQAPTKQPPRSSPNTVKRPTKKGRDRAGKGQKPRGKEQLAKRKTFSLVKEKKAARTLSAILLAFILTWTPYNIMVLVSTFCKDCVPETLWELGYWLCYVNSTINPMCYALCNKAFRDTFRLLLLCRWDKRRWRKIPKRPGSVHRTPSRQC
M4 ag: CHRM4 agonism in calcium assay; AID 624127; activation, % at 3 µM; 0.14% of 360,000 active; CHO-K1 hM4/Gqi5, Fluo-8 calcium fluorescence; vehicle 0%, full acetylcholine response 100%; P08173;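 active means activation above the run mean over all test wells plus 3 SD, cut at about 32% in these data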;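 further: peak over basal fluorescence ratio per well then scaled between controls; 0% = DMSO wells and 100% = acetylcholine at EC100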
CRFBP-R2 agonist: CRF-BP/CRF-R2 complex agonism; 0.46% of 350,000 active; activation, % at 13.2 µM; AID 588473; HEK293 CRF-R2/CRF-BP, calcium dye fluorescence (FLIPR); percent of saturating CRF peptide response;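 active means activation of at least 50%, plus an integration ratio under a set limit after plate pattern correction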;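 further: plate controls were neutral control wells without compound for no effect and CRF at EC100 for full effect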
M1 antag: blocks human M1 muscarinic receptor; inhibition, % at 3 µM; 1.3% of 360,000 active; P11229; CHO-K1 hM1, Fluo-8 calcium fluorescence, ACh EC80 antagonist; AID 588852;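 active means percent inhibition above its own plate's cutoff, namely the mean of that plate's compound wells plus 3 SD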;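 further: peak over basal fluorescence ratio during 140 s after agonist addition; 0% = ACh EC80 plus DMSO and 100% = DMSO alone without agonist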
CHRM5 antagonist: CHRM5 antagonism in calcium assay. 0.59% of 360,000 active. P08912. CHO-hM5 cells, Fluo-8 calcium fluorescence, ACh EC80. inhibition, % at 3 µM;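 active means inhibition above a per-plate cutoff, the mean of that plate's test compounds plus 3 SD, cut at about 27% in these data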;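 further: 0% = acetylcholine EC80 with DMSO and 100% = DMSO without agonist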
CHRM5 PAM: positive allosteric modulators of human muscarinic M5 receptor; P08912; CHO-K1 hM5, Fluo-8 calcium, ACh EC20 PAM; 0% = ACh EC20, 100% = ACh EC100; activation, % at 3 µM; 0.3% of 360,000 active;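 active means activation above the run cutoff, the mean activation of all test compounds plus 3 SD, cut at about 18% in these data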
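Test system: CHO-K1 hM5 cells / Doses: single-point, 3 µM nominal / Times: Post-acetylcholine fluorescence recording 140 s / Technique: Fluo-8 calcium fluorescence / Measure: Max/basal fluorescence ratio as % of EC20–EC100 ACh window / Benchmarks: low control EC20 acetylcholine (0%), high control EC100 acetylcholine (100%) / Replicates: one well per compound, no replicates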
CHRM4 antagonist: blocks acetylcholine activation of human M4 receptor. P08173. inhibition, % at 3 µM. 0.73% of 360,000 active. CHO-hM4 cells, ACh EC80, Fluo-8 calcium fluorescence;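 active means inhibition above its plate's cutoff, the mean inhibition of sample wells plus 3 SD, cut at about 27% in these data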;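 further: 0% = acetylcholine EC80 with DMSO and 100% = DMSO without agonist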
Starred values were filed as active, the others as inactive; · = not tested or not shown. Hits appear at their usual frequency; any-hit rate near 2.8%.

Results follow in this order: M4 PAM	CHRM5 agonist	CHRM1 PAM	M4 ag	CRFBP-R2 agonist	M1 antag	CHRM5 antagonist	CHRM5 PAM	CHRM4 antagonist
COc1ccc(CCNC(=O)c2sc(=S)n(C)c2N)cc1
→ -7	2	-1	6	1.2	-2	9	-13	4
COc1ccccc1NS(=O)(=O)c1ccc(C)c(NC(=O)NC2CCCCC2)c1
→ -9	0	-10	13	-0.3	8	13	-6	15
CN(C)S(=O)(=O)N1CCC(Oc2cccc(C(=O)N3CCSCC3)c2)CC1
→ 2	-1	10	4	-1.9	-12	-2	-1	-10
CC(OC(=O)c1ccc(S(=O)(=O)NCc2ccco2)cc1)C(=O)Nc1ccc(Cl)cn1 (stereo not given)
→ -9	-3	-13	7	99*	5	19	-13	5
COc1cccc(NC(=S)N2CCN(Cc3ccccc3)CC2)c1
→ 1	-5	4	0	-4.1	-6	2	-3	0
CN(C)S(=O)(=O)c1ccc2[nH]cc(/C=C/c3nc4ccccc4c(=O)n3-c3ccccc3)c2c1
→ -1	5	0	7	-1.5	1	-2	0	-4
CCc1noc(C)c1C(=O)Nc1nc(-c2ccc(OC)c(OC)c2)cs1
→ -7	2	-9	16	0.7	13	12	-7	0
Cc1cc(C)cc(N(C(=O)c2snc(C(N)=O)c2N)C(C(=O)NCC2CCCO2)c2cccs2)c1 (stereo not given)
→ 0	-1	-3	2	-1.8	6	10	-1	8
COc1ccc(NC(=O)c2cc(C(C)C)on2)c(OC)c1
→ -2	0	7	-1	-1.7	-19	3	2	-4
O=C(O)CC(C(=O)O)N1C(=O)/C(=C/c2ccc(-c3nc4ccccc4s3)o2)SC1=S (stereo not given)
→ 6	2	2	2	15	-3	0	-2	-2
CCCCNC(=O)C(=O)N/N=C/c1ccc(OCC(=O)Nc2cccc(OC)c2)c(OC)c1
→ 0	0	-2	3	0.1	-4	5	-5	-1
COc1ccc(C(CC(=O)O)NC(=O)C(c2ccccc2)c2ccccc2)cc1 (stereo not given)
→ 1	-2	8	1	-0.5	-11	3	2	-3
CC(=O)c1cccc(NC(=O)C=C(C)C)c1
→ 6	5	0	1	-1.0	2	-21	10	2
N#Cc1c(-c2ccccc2)nc(N2CCCCCC2)[nH]c1=O
→ -2	-3	3	0	1.5	-6	0	-3	1
N#C/C(=C\c1ccc([N+](=O)[O-])cc1)C(=O)Nc1ccccc1O
→ -3	2	8	1	-0.1	-6	9	-2	7
O=c1sc(Nc2ccccc2)nc2ccsc12
→ 4	-3	3	-2	-0.5	0	-5	-1	0
N#Cc1ccccc1COc1cccc2c1CCCC2O (stereo not given)
→ 2	-3	4	2	0.2	-3	8	-2	6
OCCN(CCO)CC(O)Cn1c2ccccc2c2ccccc21 (stereo not given)
→ 0	0	-3	2	0.9	9	0	-2	8
CN(C)CC(=O)Nc1nc(-c2ccccc2)cs1
→ 0	-2	2	1	-0.3	-3	-12	-5	5
Cc1ccc(CN2CC(=O)N3[C@H]4c5cc(C)ccc5OC[C@@H]4[C@H](c4ccccc4)[C@]3(C)C2=O)cc1
→ 2	6	6	4	1.2	-3	-2	-2	5

Reformatted in CSV form: part of the list above.
Compound,M4 PAM,CHRM5 agonist,CHRM1 PAM,M4 ag,CRFBP-R2 agonist,M1 antag,CHRM5 antagonist,CHRM5 PAM,CHRM4 antagonist
N#Cc1c(-c2ccccc2)nc(N2CCCCCC2)[nH]c1=O,-2,-3,3,0,1.5,-6,0,-3,1
COc1ccccc1NS(=O)(=O)c1ccc(C)c(NC(=O)NC2CCCCC2)c1,-9,0,-10,13,-0.3,8,13,-6,15

Laid out differently: results already given.
CN(C)S(=O)(=O)N1CCC(Oc2cccc(C(=O)N3CCSCC3)c2)CC1
  M4 PAM: 2; CHRM5 agonist: -1; CHRM1 PAM: 10; M4 ag: 4; CRFBP-R2 agonist: -1.9; M1 antag: -12; CHRM5 antagonist: -2; CHRM5 PAM: -1; CHRM4 antagonist: -10
CC(OC(=O)c1ccc(S(=O)(=O)NCc2ccco2)cc1)C(=O)Nc1ccc(Cl)cn1 (stereo not given)
  M4 PAM: -9; CHRM5 agonist: -3; CHRM1 PAM: -13; M4 ag: 7; CRFBP-R2 agonist: 99*; M1 antag: 5; CHRM5 antagonist: 19; CHRM5 PAM: -13; CHRM4 antagonist: 5
COc1cccc(NC(=S)N2CCN(Cc3ccccc3)CC2)c1
  M4 PAM: 1; CHRM5 agonist: -5; CHRM1 PAM: 4; M4 ag: 0; CRFBP-R2 agonist: -4.1; M1 antag: -6; CHRM5 antagonist: 2; CHRM5 PAM: -3; CHRM4 antagonist: 0
CN(C)S(=O)(=O)c1ccc2[nH]cc(/C=C/c3nc4ccccc4c(=O)n3-c3ccccc3)c2c1
  M4 PAM: -1; CHRM5 agonist: 5; CHRM1 PAM: 0; M4 ag: 7; CRFBP-R2 agonist: -1.5; M1 antag: 1; CHRM5 antagonist: -2; CHRM5 PAM: 0; CHRM4 antagonist: -4

Remaining list, next part:
Results follow in this order: M4 PAM	CHRM5 agonist	CHRM1 PAM	M4 ag	CRFBP-R2 agonist	M1 antag	CHRM5 antagonist	CHRM5 PAM	CHRM4 antagonist
CC1CN(/C(=N\S(=O)(=O)c2ccccc2)c2ccccc2)CC(C)O1 (stereo not given)
→ 5	2	14	0	-1.9	-17	0	2	-8
O=C(COC(=O)c1cccc([N+](=O)[O-])c1)NCc1ccc2c(c1)OCO2
→ -8	-1	-3	2	0.6	0	4	-10	5
Cc1ccc(C(=O)NN2C(=O)C3C4C=CC(C5CC45)C3C2=O)cc1 (stereo not given)
→ 5	-2	10	1	-2.9	-5	-3	-4	-4
Nc1ccc(C2CCCc3nonc32)c2nonc12 (stereo not given)
→ -2	-11	5	1	-0.1	-5	-2	-1	-5
COc1ccc(CC(=O)N/N=C(\C)c2ccc(Br)s2)cc1
→ 4	2	3	1	-0.9	-9	3	-2	-7
CC(=O)C1=C(O)C(=O)N(c2ccccn2)C1c1cccc(F)c1 (stereo not given)
→ -2	0	3	0	1.7	-2	7	-1	6
S=C(NCCCN1CCOCC1)Nc1ccc(N2CCOCC2)cc1
→ 0	1	10	1	-0.4	-1	9	1	-2
Cc1onc(-c2c(Cl)cccc2Cl)c1C(=O)NCC1CCCO1 (stereo not given)
→ 4	-1	2	1	0.5	-20	-4	3	7
COc1cccc(S(=O)(=O)N(C)C[C@@H]2Oc3ncc(C#CCN(C)C)cc3C(=O)N([C@H](C)CO)C[C@H]2C)c1
→ -9	-2	-31	3	-0.8	49*	-3	-3	11
CC1CC1C(=O)OCc1cc(=O)n2cc(Br)ccc2n1 (stereo not given)
→ 18	-5	-2	2	-1.8	3	1	9	6
CC(C)c1ccc(S(=O)(=O)Nc2ccc(SC(F)F)cc2)cc1
→ -14	-5	-14	6	0.9	5	1	-14	28*
CC(C)c1ccccc1NC(=O)C1CC(=O)N(C2CCCC2)C1 (stereo not given)
→ -3	-2	-1	1	0.6	5	18	-7	7
COc1ccc(C(=O)NCC2OCCc3ccccc32)cc1 (stereo not given)
→ -3	-2	2	2	-1.4	-22	4	-2	-8
Cc1cccc(-c2n[nH]c(=S)n2/N=C/C=C/c2ccco2)c1
→ -7	1	0	0	0.1	0	4	0	-10
COc1ccc(/C(N)=N/OC(=O)c2c(-c3ccccc3Cl)noc2C)cc1OC
→ -4	-3	-2	0	-0.3	-1	11	4	3
O=C1c2ccccc2C(=O)N1c1ncccn1
→ 6	-1	0	0	0.7	5	-4	4	-6
CCN(C(=O)CSc1nnc(-c2ccc(Cl)cc2)n1C)C1CCS(=O)(=O)C1 (stereo not given)
→ 7	-1	-3	1	2.5	17	1	12	-5
CCOC(=O)C1(Cc2ccccc2)CCN(Cc2cccn2-c2cccnc2)CC1
→ -19	-10	2	2	-0.9	-3	2	0	7
COc1ccc(NC(=O)c2cc3cc(OC)ccc3oc2=N)cc1
→ 9	4	1	1	-0.9	7	-13	2	-1
COc1ccc(CCNC(=O)COC(=O)/C=C/c2ccc(OC)c(OC)c2)cc1
→ -9	3	4	6	0.0	-7	-4	-4	-6
CCc1ccc(Oc2coc3cc(O)ccc3c2=O)cc1
→ -1	-4	13	1	-0.3	-15	6	0	1
CCCC(NC(=O)COc1cc2c(c3oc(=O)c(C)c(C)c13)CCC(C)(C)O2)C(=O)O (stereo not given)
→ -2	0	-3	1	-3.5	4	2	0	-11
CCCCN1C(=O)C(CC(=O)NCCN2CCOCC2)CC(C(=O)N(CC)CC)=C1C (stereo not given)
→ 2	2	-9	1	-1.4	18	-1	1	-1
COc1ccc(CCNC(=O)C/C(C)=N/NC(=O)C23CC4CC(CC(C4)C2)C3)cc1OC
→ -3	-1	1	1	1.9	-1	-3	-1	-7
CCOC(=O)C1CCN(S(=O)(=O)c2c(C)[nH]c(C)c2C(=O)N2CCCCC2)CC1
→ 0	-1	8	1	-1.6	-5	-8	3	-2
COc1cccc2c(=O)cc(C)n(CC(=O)Nc3cccc(C)c3)c12
→ 0	4	-5	12	0.6	2	-3	-11	-8
CCC(C(=O)Nc1c(C)cccc1C)n1c(-c2cc(C)cs2)nc2ccccc21 (stereo not given)
→ 12	-4	·	1	·	·	0	6	-5
CC1CCCN(C(=O)CCCn2c(=S)[nH]c3ccccc3c2=O)C1 (stereo not given)
→ -6	0	-3	1	0.4	5	8	-6	11
OC(c1ccccc1)(c1nc(-c2cccc(C(F)(F)F)c2)cs1)C(F)(F)F (stereo not given)
→ -7	-3	-4	-1	·	10	-2	-10	-5
CC(C)C[C@@H](CN1CCC[C@@H]1CN1C(=S)NC[C@@H]1Cc1ccccc1)N1C[C@H](Cc2ccc(O)cc2)N(CC2CCCCCC2)C1=S
→ -4	0	9	0	·	-14	-9	3	-9
CCc1c(C)c2ccc(O)c(CN(C)C)c2oc1=O
→ -1	-5	6	1	0.7	-11	2	-8	4
O=c1c2oc3ccccc3c2ncn1Cc1ccc(Cl)cc1
→ -7	3	1	1	-1.4	1	4	-3	3
CNC(=O)N(O)C1N(/N=C/c2ccccc2F)C(=S)SC1(C)C (stereo not given)
→ 1	-2	3	2	2.2	-8	17	-2	5
S=c1nc(-c2ccc(Cl)cc2)[nH][nH]1
→ -6	3	8	0	-0.3	-9	-7	7	2
Cc1c(C(=O)N2CC(C)OC(C)C2)oc2ccccc12 (stereo not given)
→ 7	-1	8	-1	1.1	-11	-8	0	7
COc1cccc(-c2nc(CS(=O)(=O)CC(=O)NCCC(C)C)c(C)o2)c1
→ -1	1	0	9	4.4	-5	7	-7	-18
